# GBA enhancer – GBA activity enhancers in patient fibroblasts, primary screen, cell-based. Lysosomal acid glucosylceramidase (Homo sapiens), P04062. L444P Gaucher fibroblasts, 4-MU-glucoside fluorescence, 3 days. 30,000 compounds, 0.44% hits. activation, % at 10 µM; in the data active means activation above about 65%;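 further: 0% = vehicle wells and 100% = positive control wells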
# Target sequence (P04062 whole entry L483P): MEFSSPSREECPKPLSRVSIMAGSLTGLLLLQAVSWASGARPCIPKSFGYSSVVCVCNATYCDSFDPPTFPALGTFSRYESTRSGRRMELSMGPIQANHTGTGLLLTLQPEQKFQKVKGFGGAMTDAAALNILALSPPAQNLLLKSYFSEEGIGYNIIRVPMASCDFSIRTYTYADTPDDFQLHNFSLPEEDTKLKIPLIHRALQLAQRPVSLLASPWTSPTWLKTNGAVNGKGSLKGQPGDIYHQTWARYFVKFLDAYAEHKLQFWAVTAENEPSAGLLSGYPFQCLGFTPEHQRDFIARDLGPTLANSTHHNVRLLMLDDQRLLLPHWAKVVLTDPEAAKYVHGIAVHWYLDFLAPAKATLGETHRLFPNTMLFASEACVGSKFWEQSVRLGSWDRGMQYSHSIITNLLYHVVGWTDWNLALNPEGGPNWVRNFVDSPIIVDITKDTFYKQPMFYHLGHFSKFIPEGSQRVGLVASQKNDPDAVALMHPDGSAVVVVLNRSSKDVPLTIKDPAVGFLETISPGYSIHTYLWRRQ
# * = called active by the depositor. Some of the compounds tested. The share of hits here may be higher or lower than overall.
Compound	GBA enhancer
COCc1nc(-c2ccc(-c3ccc(C)cc3)nc2OC)no1	-5.5
C/C(N)=C(/C#N)C(=O)CSc1nc2ccc(C)cc2[nH]1	-10.0
CC(C)(C)NC(=O)C(c1ccccc1)N(C(=O)c1ccco1)C1CC1 (stereo unspecified)	-16.1
c1ccc(OCCCc2nc(-c3cccnc3)no2)cc1	-20.1
CCC(C)c1ccc(NC(=O)C2CCCN(c3ncccn3)C2)cc1 (stereo unspecified)	-36.4
Cc1ccc(NCc2nnc(SCC(=O)Nc3ccccc3)n2CC2CCCO2)c(C)c1 (stereo unspecified)	-0.2
O=C(Nc1ccccc1O)c1ccccc1O	3.4
O=C1CC(c2ccc3c(c2)OCO3)C2=C(CCCC2=O)N1 (stereo unspecified)	-6.3
CCOc1ccccc1NC(=O)c1cnc2n(c1=O)CCS2	-2.4
COc1ccc(Br)cc1S(=O)(=O)N1CCN=C1C	-8.1
O=C(CN(CC1CCCO1)C(=O)Cn1nnc(-c2ccc(F)cc2)n1)NC1CCCCC1 (stereo unspecified)	-17.7
CCCS(=O)(=O)N1CCC(C(=O)NCCc2ccc(C)cc2)CC1	-4.8
Nc1nc(-c2cccnc2)nc(N2CCCCC2)n1	7.6
O=C(NCc1ccco1)C1(S(=O)(=O)c2ccc(Cl)cc2)CC1	12.9
C#CCOc1ccc2c(C)cc(=O)oc2c1	-17.8
CCC(C)(C)n1nnnc1C(c1cc2ccc(OC)cc2[nH]c1=O)N1CCc2ccccc2C1 (stereo unspecified)	-0.7
Cc1ccc(S(=O)(=O)n2nc(OC(=O)C(C)(C)C)cc2N)cc1	-14.1
CCn1c(=O)c2cc(S(=O)(=O)NC3CCCCC3)ccc2n(CC)c1=O	-1.0
Cc1sc2nc(-c3cccs3)nc(N3CCCN(C)CC3)c2c1C	-14.4
c1ccc(COc2cccc(CNn3cnnc3)c2)cc1	-5.9
O=S(=O)(c1ccc2c(c1)nc1n2CCC1)N1CCOCC1	0.0
CCn1c(=N)n(CC(=O)OC)c2ccccc21	-14.4
O=S(=O)(c1ccc2oc3ccc(S(=O)(=O)N4CCCC4)cc3c2c1)N1CCCC1	-0.6
CC1CCN(S(=O)(=O)c2ccc(S(=O)(=O)NCC(=O)C(C)(C)C)cc2)CC1	1.4
C(=N\C(/N=C/c1ccco1)c1ccco1)/c1ccco1	-0.1
CCOc1ccc(S(=O)(=O)Nc2cccc(C(=O)N3CCN(c4ccc(OC)cc4)CC3)c2)cc1	-14.9
COc1ccc(S(=O)(=O)NCC(=O)N(CC(=O)NCC2CCCO2)c2ccccc2C)cc1 (stereo unspecified)	71.6*
FC(F)(F)c1cc(-c2ccc3c(c2)OCO3)nc(NCc2ccco2)n1	-44.6
COc1ccc(OC)c(S(=O)(=O)Nc2ccc(C(N)=O)cc2)c1	1.6
CC1CC(C)CN(CCCNC(=O)c2cn(C)c3ccc(S(=O)(=O)N4CCCC4)cc3c2=O)C1 (stereo unspecified)	-16.4
CN=C(Nc1ccc2c(c1)OCO2)SC1CC(=O)N(c2ccccc2)C1=O (stereo unspecified)	-19.1
CC(CNS(=O)(=O)c1cc(Cl)ccc1Cl)CN(C)C (stereo unspecified)	-40.8
COCCn1nnnc1SCC(=O)c1ccc(F)cc1	-29.0
Cc1ccccc1Cn1nc(C)c(NC(=O)c2nc3n(n2)C(C(F)F)CC(C)N3)c1C (stereo unspecified)	-13.6
Cc1occc1-c1nnc(SCC(=O)N2CCc3ccccc32)o1	-15.1
O=C(c1cc2n(n1)C(C(F)(F)F)CC(c1ccco1)N2)N1CCc2ccccc2C1 (stereo unspecified)	-15.0
CSCCC(NC(N)=O)C(=O)NCc1ccccc1Cl (stereo unspecified)	-3.7
Cc1ccc2c(c1)nnn2C1CCN(S(=O)(=O)c2cccc(S(=O)(=O)N(C)C)c2)CC1	-22.0
CC(C)C(=O)Nc1ccc(N2CCN(S(C)(=O)=O)CC2)cc1	43.7
COc1ccccc1NC(=O)CSc1nc2ccccc2n1C(C)=O	0.8
O=C(COc1ncnc2ccc(Br)cc12)N1CCOCC1	-6.3
Cc1cc2ccccc2c(=O)n1CC(=O)NCC(=O)N1CCN(c2ccccc2)CC1	74.7*
COCCNC(=O)C(C)Oc1ccc(Cl)cc1Cl (stereo unspecified)	-7.8
CN(C(=O)c1cccc(C#N)c1)c1nnc(-c2cnccn2)s1	1.8
COc1ccc(CSc2nnnn2C)cc1F	-39.5
CCCCN(CCCNC(=O)C1CCN(S(=O)(=O)N2CCOCC2)CC1)Cc1ccccc1	-27.2
CC(CN1CCCCC1)OC(=O)Cc1ccc(Cl)cc1 (stereo unspecified)	-35.2
Cc1ccc(CNC2=NCCCCC2)n1C	-0.4
N#Cc1cn(-c2ccccc2)nc1-c1ccccc1	-8.1
CC(C)(C)c1ccc(NC(=O)COC(=O)C2=COCCO2)cc1	-16.9
Cc1ccnc(SCCn2c(Br)nc3c2c(=O)n(C)c(=O)n3C)n1	-9.9
FC(F)(F)c1cc(-c2ccco2)nc(-n2nc(C(F)(F)F)cc2C2CC2)n1	-16.3
Cc1ccc(Cn2ccc(NC(=O)CCSc3nc(-c4ccco4)cc(C(F)(F)F)n3)n2)cc1	24.2
COc1ccc(NC(=O)C23CCC(C2)C(C)(C)C3=O)cc1 (stereo unspecified)	1.1
Cc1nc2nc3c(cn2n1)C(=O)CC(c1ccccc1)C3 (stereo unspecified)	-10.1
COc1ccc(NC(=O)CSc2nncs2)cc1OC	9.3
CC1CCCCN1CCNC(=O)C1CC(=O)N(c2ccc(F)c(Cl)c2)C1 (stereo unspecified)	21.1
C=CCNC(=O)C(C)Sc1ccc(Cl)cc1 (stereo unspecified)	-53.5
CC(=O)Cc1nsc(NC(=O)c2ccc(COc3ccc(C)cc3)o2)n1	-6.2
O=C1c2ccccc2C(=O)N1c1ccccc1S(=O)C(F)(F)F (stereo unspecified)	-10.6

# New compounds follow:
Compound	GBA enhancer
O=C(Nc1cccnc1)C1(F)C(F)(F)C(F)(F)C(F)(F)C(F)(F)C1(F)F	-5.5
CN(C)C(=O)CSc1nc2ccccc2c(=O)[nH]1	-2.8
CCCC(c1nnnn1Cc1ccco1)N1CCN(C2CCCC2)CC1 (stereo unspecified)	3.8
CN(C)c1ccc(CNn2cnnc2)cc1	-2.4
O=C(NCCCCO)C(F)(F)C(F)(F)C(F)(F)C(=O)NCCCCO	-15.5
Cc1cccc(-n2ncc3c(NCc4ccc5c(c4)OCO5)ncnc32)c1	22.6
Cc1ccccc1OCC(=O)NCCN(C)C	16.4
COc1cccc(C2=CC(c3ccc(N(C)C)cc3)n3ncnc3N2)c1 (stereo unspecified)	-19.8
Cc1ccc(CC2CC(=O)N(c3ccncc3)C2=O)cc1 (stereo unspecified)	6.8
CCOCC(=O)Nc1cccc(NC(C)=O)c1	-18.1
COc1cc(C)c(S(=O)(=O)N2CCN(C)CC2)cc1C	-34.2
CCN(CC)C(=O)c1cc2c(=O)n3cccc(C)c3nc2n1C	-13.4
CC1(C)CC(=O)C(C(=O)CCCCC(=O)C2C(=O)CC(C)(C)CC2=O)C(=O)C1	1.1
CC[n+]1ccc(C)c2cc(S(=O)C(F)(F)F)ccc21 (stereo unspecified)	-18.3
CC(=O)OCC(OC(C)=O)C(OC(C)=O)C(OC(C)=O)C(=O)Nc1ccc(C)cc1 (stereo unspecified)	8.9
Cc1cccc(OCCn2c(CCCO)nc3ccccc32)c1	-22.1
Cc1c(NC(=O)c2cc(-n3cnnc3)ccc2Cl)cccc1-c1nc2ccccc2o1	-18.3
N#Cc1c(NC(=O)CSc2ncn(-c3ccccc3)n2)sc2c1CCCC2	-1.6
COc1cc(NC(=O)Nc2ccccc2OC)c(OC)cc1NC(=O)CN1CCCCC1	-1.7
CCc1nc(Sc2nc(C)cc(C)n2)c2oc3ccccc3c2n1	-31.3
O=C(NC1=NCCS1)C1Cc2ccccc2CN1C(=O)c1ccccc1 (stereo unspecified)	-6.6
CCSc1nc(C)cc(Oc2ccc(=O)n(C)n2)n1	-11.6
CCOc1ccccc1CNc1ccc(N2CCOCC2)c(C(=O)O)c1	-16.0
C=CCn1c(=O)c2ccccc2n2c(SCC(=O)/C(C#N)=C(\C)N)nnc12	-7.0
CC1(C)CC(=O)C(C=Nc2ccccc2)=C(O)C1	12.4
CC1CCc2c(nc3ncnn3c2N2CC(C)OC(C)C2)C1 (stereo unspecified)	5.5
COc1ccc(CNc2nc(NCc3ccc(OC)cc3)n(S(C)(=O)=O)n2)cc1	-11.5
CCS(=O)(=O)N1CCC(C(=O)NCCc2ccc(OC)c(OC)c2)CC1	19.1
O=C1CCCC2=C1C(c1cccs1)n1nc(SCc3ccccc3F)nc1N2 (stereo unspecified)	-5.5
CCn1nnnc1SCC(=O)N(C1CCCCC1)C1CCCCC1	-9.7

# Among those listed so far, these have a Cl atom:
Compound	GBA enhancer
O=C(NCc1ccco1)C1(S(=O)(=O)c2ccc(Cl)cc2)CC1	12.9
CC(CNS(=O)(=O)c1cc(Cl)ccc1Cl)CN(C)C (stereo unspecified)	-40.8
CSCCC(NC(N)=O)C(=O)NCc1ccccc1Cl (stereo unspecified)	-3.7
COCCNC(=O)C(C)Oc1ccc(Cl)cc1Cl (stereo unspecified)	-7.8
CC(CN1CCCCC1)OC(=O)Cc1ccc(Cl)cc1 (stereo unspecified)	-35.2
CC1CCCCN1CCNC(=O)C1CC(=O)N(c2ccc(F)c(Cl)c2)C1 (stereo unspecified)	21.1
C=CCNC(=O)C(C)Sc1ccc(Cl)cc1 (stereo unspecified)	-53.5
Cc1c(NC(=O)c2cc(-n3cnnc3)ccc2Cl)cccc1-c1nc2ccccc2o1	-18.3

# New compounds follow
mol | GBA enhancer
CN1C(C(=O)Nc2ccccn2)=C(O)c2ccccc2S1(=O)=O | -13.9
Cn1c(=N)n(CC(O)c2cccc3ccccc23)c2ccccc21 (stereo unspecified) | 13.5
CC(=O)OCc1cc2cc(C)ccc2[nH]c1=O | -12.0
O=C(CN(Cc1ccccc1F)C(=O)c1ccco1)NCc1ccc(F)cc1 | 33.0
CCOc1ccc(N2C(=O)CSC2c2ccncc2)cc1 (stereo unspecified) | -3.9
Clc1ccc(Cl)c(-c2nn3c(Cn4cnc5ccccc54)nnc3s2)c1 | 2.3
Cc1ccc(-c2nnc3c4ccccc4c(C)nn23)cc1NC(=O)CN1CCOCC1 | -2.8
Nc1nonc1-n1nncc1-c1ccccc1 | -7.8
N#CCCN1CCN(S(=O)(=O)c2ccc(C#N)cc2)CC1 | 10.3
COC(=O)C1=C(C)C(c2ccc(OC)cc2OC)NC(=O)N1 (stereo unspecified) | 0.4
Cc1cnc(C(=O)OCC(=O)NC2CCCC(C)C2C)cn1 (stereo unspecified) | -9.5
CCN(CCCNC(=O)CN(C)S(=O)(=O)c1cccc2nsnc12)c1ccccc1 | -15.0
CCN(CC)c1ccc(NC(=O)Nc2cccc(C(C)=O)c2)cc1 | 8.8
CCOc1ccc(S(=O)(=O)NCCC(=O)OCN2C(=O)c3ccccc3C2=O)cc1 | -21.7
Cc1cccc2sc(NC(=O)C3CCCN(S(=O)(=O)c4cccc5nonc45)C3)nc12 (stereo unspecified) | 6.2
CCc1nnc(NC(=O)CSc2nnc(-c3cc4ccccc4cc3O)n2CCOC)s1 | 2.0
O=C(Nc1ccc2c(c1)OCCO2)C1CCCN(c2ncccn2)C1 (stereo unspecified) | -35.2
CCc1ccc(S(=O)(=O)NCCc2cn3ccccc3n2)s1 | -14.2
Cc1ccc2cc3c(nc2c1)N(Cc1ccco1)CC3 | -25.9
COc1ccc(CCNC(=O)CN2C(=O)c3ccccc3S2(=O)=O)cc1 | 6.3
COc1cccc(OCCNC(=O)c2cccc(OC)c2)c1 | 7.8
CCOC(=O)N1CCN(c2nc(C)c3c(n2)CC(C)CC3=O)CC1 (stereo unspecified) | -10.8
COc1ccc(CNc2n[nH]c(NCc3ccc(OC)c(OC)c3)n2)cc1OC | 0.2
CCNC(=O)CC1C(=O)N(c2ccc(F)cc2)C(=O)N1Cc1ccc(OC)cc1 (stereo unspecified) | -8.2
O=C(NCN1C(=O)C2C3C=CC(C3)C2C1=O)Nc1nncs1 (stereo unspecified) | -8.6
Cc1ccc(-n2nc(-c3cccs3)cc2C(=O)NCC2CCCO2)c(C)c1 (stereo unspecified) | -17.8
CN1C(=O)N(C)C2(CC1(C)C)CC(C)(C)N(C)C(=O)N2C | 12.5
N=c1n(CCN2CCCCC2)c2ccccc2n1CC(O)COc1ccccc1 (stereo unspecified) | -78.1
O=C(C1CCN(S(=O)(=O)c2cccc3cccnc23)CC1)N1CCN(c2ccccn2)CC1 | -3.1
COc1cc(C(=O)Nc2ccc3c(c2)OCCO3)ccc1-n1cnnn1 | -39.0
CC1(C)CC(=O)c2cc(OCC(=O)O)ccc2O1 | -8.6
O=C(CSc1nc2ccccc2o1)Nc1ccccc1N1CCCCCC1 | 29.7
S=c1[nH]nc(COc2ccc3c(c2)OCO3)n1-c1ccccc1 | -5.7
COCC(=O)Nc1nc2n(n1)C(c1ccccc1Cl)CC(c1ccc(OC)cc1)N2 (stereo unspecified) | -8.8
N#Cc1cn(Cc2ccccc2)c2ccccc12 | -16.7
CCOC(=O)c1c(C)[nH]c(C(=O)Nc2ccc3c(c2)OCO3)c1C | 18.4
Cc1ccc(-c2nn(-c3ccccc3)cc2/C=C(\C#N)c2cccc(C#N)c2)o1 | 5.2
CCOCCCNC(=O)CSc1ccccc1 | -1.7
O=C(NCc1ccco1)Nc1cccs1 | -21.0
CCOc1ccc(C)cc1S(=O)(=O)NC1CCCCC1 | -29.4
CN(CCCC(=O)Nc1ccncc1)S(=O)(=O)c1ccc(Cl)cc1 | 8.7
COc1cccc(NC(=O)N2CCN(c3ccc(C(F)(F)F)cn3)CC2)c1 | -27.6
CCCCc1c(O)nc(SCC(=O)NCC2CCCO2)[nH]c1=O (stereo unspecified) | -12.0
C=CCn1c(SCC(=O)NCCCC)nc2scc(-c3ccco3)c2c1=O | 29.9
CC(=O)c1c(C)[nH]c(C(=O)OCn2nnc3ccccc3c2=O)c1C | -5.3
COC(=O)c1ccc(CSc2nnnn2Cc2ccccc2)cc1 | -5.8
CC(C)CC(=O)Nc1cccc(-c2cn3ccsc3n2)c1 | 13.1

# Looked up above:
# GBA enhancer result of CCOC(=O)c1c(C)[nH]c(C(=O)Nc2ccc3c(c2)OCO3)c1C : 18.4
# GBA enhancer result of CC(C)CC(=O)Nc1cccc(-c2cn3ccsc3n2)c1 : 13.1

# High-throughput results as filed in PubChem BioAssay.
